NPSR antag: qHTS Assay for Antagonists of the Neuropeptide S Receptor: cAMP Signal Transduction | Q6W5P4 | CHO-NPSR cells, cAMP TR-FRET, antagonist mode | Potency, µM (doses to about 38.3 µM), inactives show at the highest dose activity change, negative = inhibition, hits mostly inhibitors | 220,000 tested, 1% active | AID 1461, 2008; also: potency is read from the fitted curve at half-maximal effect; % is scaled to controls: 0 for no effect and ±100 for the full control effect; nearly all actives have a fitted effect of over 50% in size; many of its hits are not listed in these tables
Target sequence (Q6W5P4 whole entry, looked up): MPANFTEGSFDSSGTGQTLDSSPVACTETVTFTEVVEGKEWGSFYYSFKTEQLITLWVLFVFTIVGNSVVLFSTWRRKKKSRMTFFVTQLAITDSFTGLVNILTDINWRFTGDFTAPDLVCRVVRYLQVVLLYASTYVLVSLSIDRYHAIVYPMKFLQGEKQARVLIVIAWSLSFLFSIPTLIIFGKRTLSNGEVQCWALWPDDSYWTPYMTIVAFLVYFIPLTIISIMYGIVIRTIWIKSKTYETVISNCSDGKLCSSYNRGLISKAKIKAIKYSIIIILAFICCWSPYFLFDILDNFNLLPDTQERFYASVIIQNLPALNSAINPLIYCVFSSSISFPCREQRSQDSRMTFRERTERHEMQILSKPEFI
GLA spleen mod: qHTS Assay for Inhibitors and Activators of Human alpha-Galactosidase From Spleen Homogenate; human spleen homogenate, 4MU-alpha-Gal fluorescence, 40 min; 240,000 tested, 0.008% active; Potency, µM (highest dose often 80 µM), inactives show at the top dose activity change, negative = inhibition, usual class: inhibitors;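 also: potency is read from the fitted curve at half-maximal effect; 0% = enzyme with vehicle and -100% = no enzyme basal signal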
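Inhibition or activation of alpha-galactosidase in human spleen homogenate is scored by 4-MU fluorescence after 40 min at 37C, pH 5.0, with 1 mM substrate. AC50s come from concentration-response fitted to the Hill equation.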
IMPase Li cell: qHTS Assay for Identifying the Cell-Membrane Permeable IMPase Inhibitors: Potentiation with Lithium. AID 1457, 2008. Potency, µM (top dose mostly 59.4 µM), for the others: at the top dose activity, negative = IMPase inhibition, usual class: inhibitors. CHO-M1 cells, IP1 TR-FRET (IP-One), carbachol + lithium. 210,000 tested, 0.35% active;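 also: IP1 builds up when IMPase is blocked and the TR-FRET signal falls; potency is read from the fitted curve at half-maximal effect; plate controls were basal vehicle for no effect and high inhibitor control for full effect; nearly all actives have a fitted effect of over 50% in size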
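CHO-M1, 2000 cells/well, 16–30 h culture; cpd + low Li+, 30 min 37C; lysis with d2-IP1/Eu-anti-IP1 Ab, 10 min RT; TR-FRET 665/620 ratio and 620 channel; AC50 via Hill.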
Lamin A splicing: qHTS Assay for Modulators of Lamin A Splicing | HeLa LMNA splicing GFP/RFP minigene ratio, 48 h | Potency, µM (highest dose often 46.1 µM), for inactives: at the top dose ratio change, negative = inhibition, hits mostly inhibitors | 200,000 tested, 0.01% active; active = well fitted inhibition curve with a large enough effect in the signal ratio, with a control signal flat, not every such curve was filed as active; inconclusive = small, poorly fitted or top-dose-only effect, or effect the other way, or a change in a side signal; the % refers to the signal ratio; also: potency is read from the fitted curve at half-maximal effect; % is scaled to controls: 0 for no effect and ±100 for the full control effect
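S3 HeLa cells stably expressing lamin A-EGFP splicing minigene plus DsRed2, 600 cells/well, 48 h compound exposure at 37C. Laser-scanning cytometry; analysed as GFP (500-530 nm)/RFP (575-640 nm) total intensity ratio; 0.5% DMSO vehicle.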
CBFb RUNX1 block: qHTS Assay for Compounds Blocking the Interaction Between CBF-beta and RUNX1 for the Treatment of Acute Myeloid Leukemia. Runt-related transcription factor 1 (Homo sapiens) + Core-binding factor subunit beta …. AlphaScreen CBFb-His/RUNX1-biotin binding, biochemical. Potency, µM (series often up to 59.8 µM), without a hit: top-dose activity, negative = inhibition, actives largely listed as inhibitors. 230,000 tested, under 10 active; also: % of control where 0% means no effect
Target sequence (Q01196 whole entry, looked up): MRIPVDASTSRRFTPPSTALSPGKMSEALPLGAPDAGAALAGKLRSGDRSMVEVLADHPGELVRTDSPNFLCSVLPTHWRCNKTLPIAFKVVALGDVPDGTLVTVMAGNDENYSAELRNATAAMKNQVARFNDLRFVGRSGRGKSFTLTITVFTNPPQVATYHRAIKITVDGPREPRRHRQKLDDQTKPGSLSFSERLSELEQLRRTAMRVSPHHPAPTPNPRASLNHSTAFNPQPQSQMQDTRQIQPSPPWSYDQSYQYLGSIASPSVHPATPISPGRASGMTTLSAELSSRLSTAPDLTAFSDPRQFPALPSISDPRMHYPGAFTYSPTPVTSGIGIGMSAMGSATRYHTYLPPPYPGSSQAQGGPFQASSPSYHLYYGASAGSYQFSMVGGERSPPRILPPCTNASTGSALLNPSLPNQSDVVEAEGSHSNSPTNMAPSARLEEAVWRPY
Target sequence (Q13951 whole entry, looked up): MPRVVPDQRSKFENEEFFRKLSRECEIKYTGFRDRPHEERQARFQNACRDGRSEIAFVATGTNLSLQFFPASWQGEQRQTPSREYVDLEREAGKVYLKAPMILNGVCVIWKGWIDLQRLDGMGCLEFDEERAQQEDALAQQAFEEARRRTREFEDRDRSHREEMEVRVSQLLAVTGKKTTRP
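Read-out: AlphaScreen. Format: His-CBF-beta with biotinylated RUNX1 (30 nM each) preincubated 20 min, compound 15 min, Ni-chelate plus streptavidin beads 90 min; room temperature throughout.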
KinaseGlo FLuc: Counterscreen for Luciferase (Kinase-Glo TM) Inhibition; Luciferin 4-monooxygenase (Photuris pensylvanica), Q27757; Potency, µM (top dose mostly 38.3 µM), for inactives: at the top dose activity change, negative = inhibition, actives largely listed as inhibitors; AID 1379, 2008; 200,000 tested, 0.28% active; Kinase-Glo luciferase, ATP luminescence, 8 min; also: potency is read from the fitted curve at half-maximal effect; % is scaled to controls: 0 for no effect and ±100 for the full control effect; nearly all actives have a fitted effect of over 60% in size
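Substrate mix (final 50 mM imidazole pH 7.2, 50 mM KCl, 7 mM MgCl2, 10 uM ATP, 0.01% Tween 20, 0.05% BSA) plus pin-tool compound, then Kinase-Glo detection mix; 8 min ambient, luminescence read.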
Epigenetic reg: Quantitative High-Throughput Screen for Regulators of Epigenetic Control. 280,000 tested, 0.2% active. Potency, µM (series often up to 53.9 µM), without a hit: at the highest dose GFP activation, most hits filed as activators. murine LDR cells, GFP reporter derepression, 30 h. AID 1865, 2009; also: potency is read from the fitted curve at half-maximal effect; % of control where 0% means no effect; nearly all actives have a fitted effect of over 60% in size
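In this reporter-derepression format, murine cells bearing a silenced integrated CMV-GFP locus incubate with test compound (30 h, 37 C), then are washed and imaged; fluorescent objects of 20–120 um count as induced cells.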
* hit, by the source's call; ? = inconclusive; nt = not tested or not shown; [ ] = another dose, or the depositor's remark. Unless noted, calls follow the shape of the dose curve; as a rule, active = well fitted curve in the direction sought with a large enough effect; inconclusive = small, poorly fitted or top-dose-only effect, or another doubt; inactive = no such curve, though single readings can be large; an effect the other way counts as inactive or inconclusive.

Molecule | NPSR antag | GLA spleen mod | IMPase Li cell | Lamin A splicing | CBFb RUNX1 block | KinaseGlo FLuc | Epigenetic reg
O=C(O)c1ccc(-c2nc3ccccc3s2)o1 | -6.5% | 1.3% | nt | nt | 7.3% | nt | 0.0%
C=CCSc1nc2ccccc2c(=O)n1C1CCOC(C)(C)C1 (stereo not given) | -36.4% | 1.5% | nt | nt | 7.1% | nt | -3.1%
N#Cc1cccc(-c2cncnc2-n2ccnc2)c1 | nt | 9.9% | 1.6% | 1.9% | nt | 0.2% | -0.2%
C=CCNc1nc(N)c(C(=C(C#N)C#N)c2ccccc2)s1 | -6.2%[46.1 µM] | ? | ? | -17.2% | 15.0% | 0.1% | 0.0%
COc1ccc(OC)c(NC(=O)COC(=O)Cc2ccc(Br)cc2)c1 | -2.1% | 5.5% | -10.1% | ? | -10.2% | 1.1% | 1.5%
CC(=O)c1c(C)[nH]c(C(=O)NCc2ccccc2)c1C | -8.2%[46.1 µM] | -6.3% | nt | ? | 4.0% | nt | 0.0%
CCOc1ccccc1Nc1ccnc2cc(Cl)ccc12 | 37.2% | 11.7% | 18.8% | -13.6%[46 µM] | 11.1% | 5.2% | 0.0%
COc1ccc(C)cc1NC(=O)CN(C)S(=O)(=O)c1cccs1 | -7.9%[46.1 µM] | -0.3% | 0.4%[38.3 µM] | -9.1% | -1.0% | -0.9% | -0.2%
CCOC(=O)N1CCN(c2nc(C)cc(C(F)(F)F)n2)CC1 | -7.5%[46.1 µM] | -0.6% | 25.9%[38.3 µM] | -1.4% | -4.1% | 3.7% | -1.1%
Cc1ccc(NC(=O)Nc2nnc(Cc3ccc([N+](=O)[O-])cc3)s2)cc1 | 10.0% | 5.2% | 2.5% | 9.7% | 7.5% | -0.9% | -1.9%
CC1=NN(c2ccc(C)cc2C)C(=O)C1C(c1cccc(O)c1)C1C(=O)N(c2ccc(C)cc2C)N=C1C (stereo not given) | -0.1%[46.1 µM] | -3.7% | -1.4% | -2.0% | 0.0% | 2.3% | 1.3%
CN1CCN(S(=O)(=O)c2ccc(NC(=O)c3ccc(F)cc3)cc2)CC1 | -9.5%[46.1 µM] | 5.6% | 24.5%[38.3 µM] | -14.0% | 0.3% | 5.0% | -1.1%
CO/N=C(\CCC(=O)O)c1cccs1 | 6.2% | 8.0% | nt | nt | 7.6% | nt | 1.0%
Cc1ccc(C)c(S(=O)(=O)N2CCN(CC(=O)Nc3ccc4c(c3)OCCO4)CC2)c1 | -24.3%[46.1 µM] | -2.8% | 28.7%[38.3 µM] | -7.6% | -5.0% | 15.5% | -0.4%
O=C(c1ccco1)N1CCN(S(=O)(=O)c2ccc(Oc3ccccc3)cc2)CC1 | -15.9%[46.1 µM] | -10.5% | 2.2% | ? | -3.5% | -2.6% | 0.0%
CC(=O)c1cc(C#N)c(SCC(=O)Nc2nccs2)nc1C | ? | 9.4% | ? | nt | 8.6% | 0.2% | 8.0%
Cc1cc(Cl)ccc1OCCCC(=O)NO | 17.9%[46.1 µM] | -2.0% | 14.0%[38.3 µM] | ? | 7.6% | -3.0% | -11.1%
CN1CC[C@@]2(CCCN(S(=O)(=O)c3ccccc3)C2)C1 | nt | -0.6% | -25.4% | nt | nt | -12.0% | nt
Cc1ccc(-n2c(-c3ccccc3)cc(/C=N/NC(=O)CC#N)c2-c2ccccc2)cc1 | -35.8% | -13.6% | 15.9% | -24.9%[46 µM] | -18.4% | 0.7% | -1.3%
Cc1ccc(C(=O)CC2(O)C(=O)N(C)c3ccccc32)o1 (stereo not given) | -15.4%[46.1 µM] | 0.4% | ? | -8.8% | -2.6% | 6.6% | 1.2%
Cc1ccc(-n2c(-c3ccncc3)n[nH]c2=S)cc1 | -8.0% | 2.5% | 0.5% | nt | -5.8% | 3.3% | 0.1%
O=C(CSc1nc2ccccc2s1)NC1CCCc2ccccc21 (stereo not given) | -6.8%[46.1 µM] | -0.5% | 9.7% | ? | 1.8% | 2.8% | 0.0%
CSc1nnnn1-c1c(C)cccc1C | 10.6% | -1.6% | nt | nt | 9.2% | nt | 0.0%
CCN(CC)S(=O)(=O)c1ccc(-c2nnc(SCC(=O)N3c4ccccc4CC3C)n2CC)cc1 (stereo not given) | -7.2%[46.1 µM] | 1.5% | 14.1% | 6.4% | -1.8% | 1.1% | 1.3%
COCc1cc(=O)[nH]c(/N=C(\N)Nc2ccccc2C)n1 | -5.0%[46.1 µM] | 8.0% | 24.6%[38.3 µM] | 2.5% | -5.1% | -1.4% | 0.8%
O=C(CSc1ccc(Cl)cc1)c1ccco1 | -14.4%[46.1 µM] | -7.7% | 16.9%[38.3 µM] | ? | 4.6% | 1.2% | 0.8%
COc1c(Cl)cc(Cl)cc1CNCCNCCO | 9.7%[46.1 µM] | 11.3% | 1.5%[38.3 µM] | -2.0% | 0.6% | -4.1% | -1.2%
C(=N\c1nc2ccccc2n1CCN1CCOCC1)/c1cccs1 | 10.6%[46.1 µM] | 11.1% | 2.7%[38.3 µM] | 10.2% | -2.2% | -4.3% | -0.2%
CC(C)(C)Cc1nnc(NS(=O)(=O)c2ccccc2)s1 | 20.1% | 0.3% | -1.7% | nt | 4.7% | -0.7% | -7.8%
CCc1nnc(N/N=C/c2c(Cl)cccc2Cl)n1N | -8.0%[46.1 µM] | -9.1% | -4.4%[38.3 µM] | 0.4% | 3.3% | 8.4% | -1.1%

2 records drawn at random from the list so far, as already listed:
Molecule | NPSR antag | GLA spleen mod | IMPase Li cell | Lamin A splicing | CBFb RUNX1 block | KinaseGlo FLuc | Epigenetic reg
CC(C)(C)Cc1nnc(NS(=O)(=O)c2ccccc2)s1 | 20.1% | 0.3% | -1.7% | nt | 4.7% | -0.7% | -7.8%
O=C(c1ccco1)N1CCN(S(=O)(=O)c2ccc(Oc3ccccc3)cc2)CC1 | -15.9%[46.1 µM] | -10.5% | 2.2% | ? | -3.5% | -2.6% | 0.0%

(list continues)
Molecule | NPSR antag | GLA spleen mod | IMPase Li cell | Lamin A splicing | CBFb RUNX1 block | KinaseGlo FLuc | Epigenetic reg
Cc1ccc(Cl)c(OCCCCN(C)Cc2ccccc2)c1 | 2.9%[46.1 µM] | 6.5% | 20.7%[38.3 µM] | -4.1% | -1.5% | -2.9% | 0.0%
COC(=O)c1ccc(Oc2c(C(F)(F)F)oc3c(CN4CCN(C)CC4)c(O)ccc3c2=O)cc1 | -3.1%[46.1 µM] | -12.0% | 4.1%[38.3 µM] | -11.2% | 0.2% | 0.9% | -2.8%
COc1ccc(/C=N/Nc2c(Cl)cc(Cl)cc2Cl)cc1CN1CCOCC1 | -4.6% | 4.3% | 4.7% | -7.3% | -5.7% | -2.2% | 0.0%
Cc1c(C(=O)N2CCN(c3ccc(C(F)(F)F)cn3)CC2)oc2ccccc12 | -12.7%[46.1 µM] | 0.4% | 10.1%[38.3 µM] | ? | -1.5% | 15.3% | -4.2%
CCC1CCc2c(sc(NC(=O)c3ccco3)c2C(N)=O)C1 (stereo not given) | -12.1%[46.1 µM] | -10.2% | -2.8% | -3.3% | 16.7% | -0.1% | 1.2%
CN(C[C@H](Cc1ccccc1)N(C[C@H](CC1CCCCC1)N(CCc1ccccc1)N=O)N=O)N=O | 46.3% | -11.7% | 1.1% | nt | -0.5% | nt | -0.7%
CCOC(=O)N1CCN(C(=O)C2CCN(c3ncnc4c3sc3cccc(F)c34)CC2)CC1 | -26.9%[46.1 µM] | 8.0% | 10.1%[38.3 µM] | -11.8% | 6.4% | 0.7% | 4.0%
Cc1ccc(NC(=O)CSc2nnc([C@@H]3CCCN3C(=O)OC(C)(C)C)o2)c(C)c1 | -12.2%[46.1 µM] | 1.9% | -21.9%[38.3 µM] | 8.8% | 4.3% | -1.0% | 0.0%
CCOc1ccc(NC(=O)C2C3C=CC4(CN(C(C(=O)OC)C(C)C)C(=O)C24)O3)cc1 (stereo not given) | 13.0% | -4.8% | 2.4% | 1.3% | 6.2%[2.36 µM] | -1.4% | 2.7%
O=C(CCc1ccccc1)Nc1ccc2ccccc2n1 | -9.6% | -8.8% | 5.7% | nt | 1.9% | -1.7% | -0.1%
O=[N+]([O-])c1cccc(-c2n[nH]c(=S)n2-c2ccccc2)c1 | -4.9% | 2.8% | nt | nt | -5.1% | nt | 0.1%
CCn1c(CC(=O)Nc2ccc(C)c(Cl)c2)nnc1SCCOc1ccc(OC)cc1 | -8.8%[46.1 µM] | -3.1% | -1.3%[38.3 µM] | 9.5% | 1.4% | 2.9% | 3.7%
COc1ccc(CCNC(=O)CN(c2cc([N+](=O)[O-])ccc2OC)S(C)(=O)=O)cc1OC | 14.2% | 10.1% | 3.6% | nt | 0.0% | 0.5% | 10.0%
CCOC(=O)c1sc2nc(CC(=O)OC)nc(NCc3ccco3)c2c1C | -24.1%[46.1 µM] | -7.6% | 12.7%[38.3 µM] | -3.9% | -14.2% | 2.3% | -3.2%
O=C(Nc1ccc(NC(=S)NC(=O)c2cccs2)cc1)c1ccco1 | -13.8% | 7.3% | 11.2% | ? | -4.6% | 0.1% | 14.8%
Cc1ccc(NC(=S)/N=C(\N)Nc2nc(C)c3ccccc3n2)cc1C | -29.3%[46.1 µM] | 7.5% | ? | ? | -4.3% | 1.1% | 0.0%
Cc1ccc(S(=O)(=O)CCc2nc3ccccc3[nH]2)cc1 | 8.7% | -4.9% | 2.1% | -11.3%[46 µM] | 1.8% | -0.9% | 1.0%
COc1ccc(C(=O)NNC(=O)Cn2nnc(-c3ccc(OC)c(OC)c3)n2)cc1 | -0.8% | -2.7% | 3.0% | 0.6%[46 µM] | -4.7% | 1.3% | -2.3%
CCC(C)n1cnc2c(=O)oc3ccccc3c21 (stereo not given) | -4.6%[46.1 µM] | 5.3% | -3.6%[38.3 µM] | 7.7% | 5.1% | 4.2% | 1.5%
COc1ccc(-c2cc(C(F)(F)F)n3nc(C)cc3n2)cc1 | -0.5%[46.1 µM] | 10.0% | 19.6%[38.3 µM] | -8.5% | 16.5% | 1.1% | 0.7%
CC(c1ccccc1)N1CC(C(=O)N2CCN(c3ccc(F)cc3)CC2)CC1=O (stereo not given) | -23.8%[46.1 µM] | -2.4% | -7.9%[38.3 µM] | 2.2% | -1.1% | 11.8% | -0.7%
N#C/C(C(=O)NCc1ccccc1)=C1\SC(CCO)C(=O)N1c1ccccc1 (stereo not given) | -11.9% | -1.7% | nt | ? | 26.9% | nt | -1.1%

Screening data as filed in PubChem BioAssay.

These rows are one share of the data; rates above refer to the full screens.
